TTR transcr act = TTR transcription activators in neuroblastoma reporter cells, primary screen, cell-based, luminescence, SH-SY5Y, TTR promoter Gaussia luciferase; 100% = recombinant luciferase protein wells; activation, % at 16.7 µM; hit rate 1.3% among 92,000;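 active means activation above the mean of all tested compounds plus 3 SD, cut at about 9.5% in these data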;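 further: cells exposed to compounds for one day before reading; 0% = median of all test compound wells on the plate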
Starred values were filed as active, the others as inactive. Some of the compounds tested; count on the stated rates, not on these rows.

cpd	TTR transcr act	Molecule
1	0.7	Cc1cccc(NC(=S)N/N=C/c2cccc(O)c2)c1C
2	1.3	Cn1c(=O)c2c(nc(CN3CCN(CCO)CC3)n2Cc2cccc3ccccc23)n(C)c1=O
3	4.0	CC(=O)N1C(O)CC(C)N1c1ccccc1 (stereo not drawn)
4	-1.5	CCOc1cc(/C=C2\SC(=O)N(c3ccc(O)cc3)C2=O)ccc1O
5	1.8	CC(C)C1Oc2ccccc2N(CC(=O)N(Cc2ccccn2)CC2CCCO2)C1=O (stereo not drawn)
6	1.3	COC(=O)c1c(-c2ccc(C)cc2)csc1NC(=S)NC(=O)c1cc(OC)cc(OC)c1
7	2.6	CC1=C(C(=O)N(C(C)C)C(C)C)CC(CC(=O)NCCCN(C)C)C(=O)N1Cc1ccc(C(C)(C)C)cc1 (stereo not drawn)
8	1.4	CCc1cc[n+](C(C(=S)Nc2cccc(C)c2)=C([O-])c2ccc(C)c([N+](=O)[O-])c2)cc1
9	-1.5	CSc1nc2ccc(NC(=O)c3cc4ccccc4o3)cc2s1
10	-1.4	CCOC(=O)c1sc(N)c(C(=O)Nc2ccccc2OC)c1C
11	0.1	Nc1nccc(-c2cc(-c3ccc(Cl)cc3Cl)no2)n1
12	-1.5	CCCCN(C(=O)C1COc2ccccc2O1)c1c(N)n(CCC)c(=O)[nH]c1=O (stereo not drawn)
13	-4.0	CCOc1ccc(C(C(=O)NCC2CCCO2)N(C(=O)c2snc(C(N)=O)c2N)c2ccc(F)cc2)cc1 (stereo not drawn)
14	-1.3	CCOC(=O)N1CCN(S(=O)(=O)c2cc(OCC)ccc2OCC)CC1
15	-0.9	Cn1nc(C(C)(C)C)cc1N1C(=O)CCC1(C)C(=O)NC1CCCCC1 (stereo not drawn)
16	-2.5	C/C(=N/NS(=O)(=O)c1ccc(C)c(C)c1)c1c[nH]c2ccccc12
17	-1.5	Cc1ccc(-c2c[n+](Cc3ccc(Cl)cc3)c3n2CCC3)cc1
18	0.5	CCOC(=O)CNC(=S)N(Cc1ccco1)Cc1ccccc1Cl
19	1.4	CC(=O)Oc1cc(C(=O)OCC(=O)N2CCc3ccccc3C2)cc(OC(C)=O)c1OC(C)=O
20	2.9	CCN(CC)CCNC(=O)C1(c2ccccc2)CCCCC1

More records:
cpd	TTR transcr act	Molecule
21	-1.9	CCc1ccc(Nc2nnc(SCC(=O)Nc3sccc3C(N)=O)s2)cc1
22	-1.4	O=C(/C=C/c1cccc(F)c1)OCC(=O)c1ccc[nH]1
23	1.4	Cc1ccc2c(C)nc(Nc3nc(CSc4nnnn4-c4ccccc4)cc(=O)[nH]3)nc2c1
24	0.4	N#CC(C(=O)Nc1ccc(Cl)c(Cl)c1)=C1Nc2ccccc2N1
25	4.4	Cc1cc(C)n2c(NC3CCCCC3)c(-c3ccc(F)cc3)nc2n1
26	-1.5	CCCCCOCC1CC(C/C(C)=N/NC(N)=S)C(=O)O1 (stereo not drawn)
27	4.7	Cc1ccc2c(c1)C(c1ccccc1)N(C(=O)c1ccc(S(=O)(=O)N3CCOCC3)cc1)CC(=O)N2 (stereo not drawn)
28	0.1	O=[N+]([O-])c1ccccc1OCCOCCOc1cccc2cccnc12
29	3.8	CC1CCN(N=Nc2nc3c([nH]2)c(=O)n(C)c(=O)n3C)CC1
30	0.8	CCOC(=O)C1=CN(Cc2cccc(Br)c2)S(=O)(=O)NC1C (stereo not drawn)
31	-1.7	CCOC(=O)N1CCC(NC(=O)c2cc(C(=O)Nc3cccc(C(F)(F)F)c3)ccc2CO)CC1
32	0.1	Cc1ccc(CN2CCN(CC(=O)NC(C)c3ccc4c(c3)OCCO4)C2=O)cc1 (stereo not drawn)
33	5.7	CC(/C=N/NC(=O)c1ccccn1)=C\c1ccco1
34	-3.5	CC(C)(C)c1cc(C(=O)CCN2CCOCC2)cc(C(C)(C)C)c1O
35	-0.6	COC(=O)c1ccc(C(C(=O)NC2CCCCC2)N(C(=O)Cc2cccs2)C2CC2)cc1 (stereo not drawn)
36	-0.9	CNc1nnc(-c2cc3cc(Cl)ccc3oc2=O)s1
37	-0.2	CCOC(=O)/C(C#N)=N/Nc1ccc(S(=O)(=O)Nc2cc(OC)nc(OC)n2)cc1
38	3.4	COc1cc(CN2CCN(c3ccccc3F)CC2)c([N+](=O)[O-])cc1OC
39	1.2	COc1cc(/C=N/N2CCN(c3ccccc3)CC2)ccc1OC(C)=O
40	44*	Cc1csc(NC(=O)CSc2nnc(-c3ccc(Cl)cc3)n2N)n1

3 compounds from above, ordered by heavy-atom count, ascending.
cpd	TTR transcr act	Molecule
22	-1.4	O=C(/C=C/c1cccc(F)c1)OCC(=O)c1ccc[nH]1
28	0.1	O=[N+]([O-])c1ccccc1OCCOCCOc1cccc2cccnc12
23	1.4	Cc1ccc2c(C)nc(Nc3nc(CSc4nnnn4-c4ccccc4)cc(=O)[nH]3)nc2c1

Later entries.
cpd	TTR transcr act	Molecule
41	-3.1	COc1ccc(NC(=O)Nc2cccc3c2O[C@H](CN(C)S(=O)(=O)c2ccc(OC)cc2)[C@@H](C)CN([C@H](C)CO)C3=O)cc1
42	-0.1	CCCCCCCC(=O)Nc1cc(C(=O)NCCC)ccc1N1CCC2(CC1)CC(c1cccc(Br)c1)=NO2
43	0.5	COc1cccc(NC(=O)N(C)C[C@H]2Oc3cc(Br)ccc3S(=O)(=O)N([C@H](C)CO)C[C@H]2C)c1
44	-0.8	CCc1nc2ccccc2n1CC(O)COCC1CC=CCC1 (stereo not drawn)
45	-0.9	CCCCNc1cc(Cl)nc(N)n1
46	-0.8	CCOc1ccc(NC(=O)CC2C(=O)N(c3ccc(OC)cc3)C(=O)N2CCc2ccc(OC)c(OC)c2)cc1 (stereo not drawn)
47	3.1	C[C@H]1[C@@H](OC(=O)NCCc2ccccc2)CC[C@@]23CCCN2C(=O)CCC[C@@H]13
48	-3.5	Nc1c(C(=O)c2ccccc2)sc2snc(SCC(=O)c3ccccc3)c12
49	-0.9	Cc1ccc(S(=O)(=O)CC(c2ccccc2)N2CCCCC2)cc1 (stereo not drawn)
50	0.2	Cc1cccc(C)c1NC(=S)N(c1ccccc1)C(C)C
51	-1.8	Cc1ccc2nc(C(C)(C)C)c(Cc3ccccc3C(F)(F)F)n2c1
52	-1.2	CCOc1ccc2oc(-c3ccccc3)c(C(N)=O)c2c1
53	0.3	CC(C(=O)Nc1cccc([N+](=O)[O-])c1)n1nnc2ccccc21 (stereo not drawn)
54	-1.9	CN(Cc1ccccc1)S(=O)(=O)c1ccc(NS(=O)(=O)Cc2ccccc2)cc1
55	-1.8	CCCN(CC(=O)Nc1ccccc1C)C(=O)COC(=O)c1cnc(C)cn1
56	-1.7	O=C(CN1CCN(C(c2ccccc2)c2ccccc2)CC1)N1N=CCC1c1ccccc1 (stereo not drawn)
57	1.6	Cc1ccc(NC(=S)Nc2cccc3ccccc23)cc1
58	-2.7	CCc1nc(N2CCN(C(=S)NCCCOC)CC2)c2c3c(sc2n1)CCCC3
59	4.3	CCOc1ccc(/C(O)=C2/C(=O)C(=O)N(CCN(CC)CC)C2c2cccs2)cc1 (stereo not drawn)
60	1.5	CCOC(=O)CSc1nnc(CNC(=O)c2ccc(OC)c(OC)c2)n1C

Next part.
cpd	TTR transcr act	Molecule
61	-0.9	O=C(Nc1ccc(OC(F)(F)F)cc1)c1ccc(-n2cncn2)nc1
62	2.1	Cc1ccc(C(=O)NCN2CCN(c3ccc(F)cc3)CC2)cc1
63	1.6	CC1(c2ccc3ccccc3c2)NC(=O)N(CC(=O)N2CCCC(C(F)(F)F)C2)C1=O (stereo not drawn)
64	2.4	Cc1ccc(NC(=O)C2CC3CCC2C3)c(Br)c1 (stereo not drawn)
65	0.5	S=C1NCC(c2ccccc2)S1 (stereo not drawn)
66	1.7	c1ccc(-c2ccc3sccc3n2)cc1
67	-0.7	CCOc1cc(N2CCOCC2)c(OCC)cc1NC(=O)COC(=O)c1cc(C)cc(C)c1
68	-0.8	C/C(Cl)=C\Cn1c(O)c(N=NC(N)=S)c2ccccc21
69	0.7	CCc1cccc(C)c1NS(=O)(=O)c1c(C)nc2sccn2c1=O
70	-1.0	C=CCNc1ncnc2c1cnn2-c1ccc(C)cc1C
71	-2.1	CCOC(=O)c1cnc(SCc2nc(N)nc(Nc3ccc(OC)cc3)n2)nc1N
72	2.4	C=C(C)c1cccc(C(C)(C)NC(=O)N2CCCC(C(N)=O)C2)c1 (stereo not drawn)
73	-0.3	O=C(N/N=C/c1ccc(Cl)c([N+](=O)[O-])c1)c1cc(-c2ccccc2)nc2ccccc12
74	-4.0	COc1ccc(-n2c(-c3ccc(Br)cc3)c[n+]3c2CCc2ccccc2-3)cc1
75	-1.1	CCCC(=O)NC(=S)Nc1cc(-c2nc3ncccc3o2)ccc1C
76	1.0	COC(=O)[C@]1(C)N[C@H](CN(C)S(=O)(=O)c2ccc(C)cc2)[C@@H]2C(=O)N(Cc3ccccc3)C(=O)[C@@H]21
77	-0.4	COc1ccc(C2CC(c3ccccc3)=NN2c2ccc(Cl)c(C(=O)O)c2)cc1 (stereo not drawn)
78	-2.9	CC1Cc2ccccc2N1S(=O)(=O)c1cccc(C(=O)NC2CC2)c1 (stereo not drawn)
79	0.1	CC(=O)N1C[C@H]2CON(C)[C@H]2C[C@H]1c1ccc(-c2ccccc2)cc1
80	2.0	Clc1ccccc1CSc1nnc(-c2ccco2)c(-c2ccco2)n1

3 records drawn at random from the list so far:
cpd	TTR transcr act	Molecule
72	2.4	C=C(C)c1cccc(C(C)(C)NC(=O)N2CCCC(C(N)=O)C2)c1 (stereo not drawn)
65	0.5	S=C1NCC(c2ccccc2)S1 (stereo not drawn)
66	1.7	c1ccc(-c2ccc3sccc3n2)cc1

(listing goes on)
cpd	TTR transcr act	Molecule
81	-5.0	COc1ccc(-c2c[n+]3c(n2-c2ccc(C)cc2)CCCCC3)cc1
82	-1.0	O=C(O)c1ccc(C(S(=O)(=O)c2ccccc2)S(=O)(=O)c2ccccc2)cc1
83	-0.5	O=C(CCn1nnc2ccccc21)Nc1nnc(COc2ccc(F)cc2)s1
84	1.5	CC(C)C[C@H](NC(=O)N1CC(=O)Nc2ccccc21)C(=O)N1CCC[C@H]1C(=O)O
85	-0.5	O=C(CSC1=NCCN1)Nc1ccccc1[N+](=O)[O-]
86	0.7	CCOC(=O)c1c(C)[nH]c(C(=O)CSc2ccc(Cl)cc2)c1C
87	-1.6	O=C(COC(=O)C1CC2C=CC1C2)Nc1ccccc1F (stereo not drawn)
88	-2.8	CC(=O)c1cccc(NC(=O)c2c(C)nn(-c3ccccc3)c2Cl)c1
89	-1.5	NC(=O)COC(=O)c1ccc(-c2ccc(O)cc2)cc1
90	0.3	CCc1nnc(NS(=O)(=O)c2ccc(NC(=O)/C=C/c3ccc(F)cc3)cc2)s1
91	0.7	CCOc1ccccc1N(CC(=O)NCCSc1ccccn1)S(=O)(=O)c1ccccc1
92	-1.9	CN(C)S(=O)(=O)c1ccc(C(=O)OCC(=O)Nc2sc3c(c2C#N)CCCCC3)cc1
93	-1.2	COc1ccc(-c2cn(CCCOCc3ccccc3)nn2)cc1
94	-0.6	COc1ccc(CCNC(=O)C(=O)Nc2ccc3c(c2)OCO3)cc1OC
95	1.5	CCC(=O)Nc1c(C)ccc2nsnc12
96	-1.2	CCN(CC)C(=O)/C(=C/c1ccc2c(c1)OCO2)NC(=O)c1ccc(Br)cc1
97	-0.1	CCOc1ccc(-c2nc3n(c(=O)c2C#N)CCS3)cc1
98	1.8	CS(=O)(=O)NCC(c1cccnc1)N1CCN(c2ccc(F)cc2)CC1 (stereo not drawn)
99	0.1	CC(C)(C)c1cnnn1-c1ccc(/C=N/Nc2ccc([N+](=O)[O-])cc2)cc1
100	1.8	O=C(NCCN1CCOCC1)c1cc(Cl)ccc1Cl

Some values from above.
#100 – TTR transcr act = 1.8
#98 – TTR transcr act = 1.8

Printed as active in TTR transcr act, among the entries above:
cpd	TTR transcr act	Molecule
40	44*	Cc1csc(NC(=O)CSc2nnc(-c3ccc(Cl)cc3)n2N)n1

Additional compounds.
cpd	TTR transcr act	Molecule
101	-1.7	CCOc1ccc(NS(=O)(=O)c2ccc(OC)c(NC(=O)c3ccc4c(c3)OCCO4)c2)cc1
102	-1.4	CCCCN1C[C@H](Cc2ccccc2)[C@@H](CC(=O)Nc2ccc(OC)cc2)C1=O
103	0.5	CCOC(=O)C1CCN(C(=O)Nc2ccc3c(c2)nc(C)n3C)CC1
104	-0.3	CCOC(=O)c1ccc(Oc2cc(C)nc(SC)n2)cc1
105	-1.3	C/C(=N\NC(=O)c1cccc(O)c1)c1ccc(NC(=O)Cc2ccccc2)cc1
106	1.0	O=C(Cn1cnc2ccccc2c1=O)NCC(=O)N1CCN(Cc2ccc3c(c2)OCO3)CC1
107	-0.7	COc1ccc(N(C)C(=O)C2CCCN2S(=O)(=O)c2cccc3nsnc23)cc1 (stereo not drawn)
108	-1.6	COc1ccc(S(=O)(=O)N2CCN(C/C=C/c3ccccc3)CC2)cc1F
109	1.2	Cc1cc(=O)oc2ccc(OCC(=O)NCc3ccco3)cc12
110	-2.2	O=C(NCCc1cccs1)C1CC(c2ccccc2[N+](=O)[O-])=NO1 (stereo not drawn)
111	17*	C=CCC[C@@H](Cc1ccc(F)cc1)C(=O)OC[C@@H]1CCCN1C(=O)[C@H](CC=C)CC(=O)N[C@H](CO)Cc1ccccc1
112	-0.5	Cn1c(=O)n(C)c2cc([N+](=O)[O-])c(N3CCN(C(=O)C(C)(C)C)CC3)cc21
113	-1.2	COc1ccccc1N1CCN(C2CCCN(C(=O)CCN3CCCCO3)C2)CC1 (stereo not drawn)
114	-1.4	COCc1[nH][nH]c(=O)c1C=Nc1ccc(OC(F)(F)F)cc1
115	-1.3	Cc1ccc(OCCCC(=O)NCc2ccco2)cc1
116	-1.2	CC(C)N(C(C)C)S(=O)(=O)c1ccc(NC(=O)c2cnccn2)cc1
117	3.0	CCCc1ccc(OCCNC(=O)c2ccccc2Br)cc1
